# DUSP3 inh – inhibitors of human VHR1 phosphatase (DUSP3); P51452; recombinant VHR phosphatase, colorimetric substrate read-out; inhibition, % at 20 µM; actives 0.7% (n = 50,000); in the data active = inhibition above about 60%; note: some results filed as inactive read as strong as hits
# Target sequence (P51452 whole entry, looked up): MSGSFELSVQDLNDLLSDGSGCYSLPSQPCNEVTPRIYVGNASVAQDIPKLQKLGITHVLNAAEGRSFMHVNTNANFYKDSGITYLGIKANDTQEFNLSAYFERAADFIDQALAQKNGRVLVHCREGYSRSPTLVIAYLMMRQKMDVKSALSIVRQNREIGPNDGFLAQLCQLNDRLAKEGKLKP
# The depositor's hits bear a star; & = joins results of further samples. Only part of the results is shown, so the mix of outcomes need not match the whole.
smiles	DUSP3 inh
Cc1cc(C)cc(NC(=O)C2C3C=CC(O3)C2C(=O)O)c1 (stereo not drawn)	-20
O=C(Nc1ccc2oc(-c3cccnc3)nc2c1)c1ccc(OCc2ccccc2)cc1	-6
CC(=O)Nc1ccc(NC(=O)COc2ccccc2)cc1	-20
Cn1cccc1CC(=O)N/N=C/c1ccccn1	-34
COc1ccc(/C=C/c2cc(C(F)(F)F)[nH]c(=O)n2)cc1	-20
COC(=O)c1sc(NC(=O)c2c(-c3c(Cl)cccc3Cl)noc2C)c(C#N)c1C	0
Cc1ccc(-n2[nH]c(C)c(C=NCc3ccncc3)c2=O)cc1	15
Cc1cc(OCC(=O)ONC(=O)c2ccc(Cl)cc2)ccc1Br	-1
O=C1CS/C(=N\N=C\c2cn(Cc3ccc(Cl)cc3Cl)c3ccccc23)N1	0
COc1cc(C=C2C(=O)N(C)C(=O)N(C)C2=O)ccc1OCc1ccc([N+](=O)[O-])cc1	9
COc1cc(/C=C2\SC(=S)N(Cc3ccccc3)C2=O)ccc1OC(=O)C12CC3CC(CC(C3)C1)C2	0
CC(C)c1nnc(NC(=O)Nc2ccc(Cl)c(Cl)c2)s1	-5
O=C(NCc1ccco1)C1CN(S(=O)(=O)c2ccccc2)CCN1S(=O)(=O)c1ccccc1 (stereo not drawn)	-38
O=C(Nc1ccc(Nc2ccccc2)cc1)c1cccc(Br)c1	-4
O=C(CSc1ccc(Cl)cc1)NCCc1ccc(F)cc1	7
CCOc1cc(C=C2C(=O)NC(=O)NC2=O)ccc1OS(=O)(=O)c1ccc(C)cc1	-1
COc1ccc(C2CC(C(F)(F)F)n3nc(C(=O)Nc4cc(C)ccc4O)cc3N2)cc1 (stereo not drawn)	-13
O=C(CSc1cccc2cccnc12)Nc1ccccc1	-22
COc1cc(OC)c(OC)cc1CN1CCN(C(=O)c2ccc([N+](=O)[O-])cc2)CC1	-8
CCOc1ccc(Cl)cc1/C=C1\C(=N)N2N=C(CC)SC2=NC1=O	-9
O=C(N(c1cccc2ccccc12)C1C=CS(=O)(=O)C1)C(F)(F)F (stereo not drawn)	13
CCN(CC)CCCCCCOc1ccc(OC)cc1	-3
Cc1ccc(/C(O)=C2\C(=O)C(=O)N(CCCC(=O)O)C2c2cccc(F)c2)cc1 (stereo not drawn)	-3
O=c1cc(-c2ccc([N+](=O)[O-])cc2)nc2cc(-c3cccs3)[nH]n12	7
Cc1ccc(N=Cc2c[nH]c3ccccc23)cc1[N+](=O)[O-]	-9
N#C/C(=C\c1ccc(-c2cccc(C(F)(F)F)c2)o1)C(N)=O	-8
CCOc1ccc(OCCSc2nc3ccccc3c(=O)[nH]2)cc1	-11
CC(=O)c1ccc(-c2ccc(C(C)=O)cc2)cc1	-4
Cc1cc(=O)n2[nH]c(C)c(-c3ccccc3)c2n1	-6
COc1cc(N/N=C/c2ccccc2O)ncn1	-28
Oc1c(Cl)cc(Cl)cc1/C=N/N=C/c1cc(Cl)cc(Cl)c1O	5
COc1ccc(C2/C(=C(\O)c3ccccc3)C(=O)C(=O)N2CCN(C)C)cc1OC (stereo not drawn)	6
Cc1cccc(C)c1OCC(=O)N/N=C/c1ccccc1[N+](=O)[O-]	-1
CCC(=O)c1ccc(N2CCN(C(=O)c3ccccc3Br)CC2)c(F)c1	-6
COc1cc(C(=O)O/N=C2\CCCc3c2ccc(OC)c3[N+](=O)[O-])cc(OC)c1OC	-8
Cc1ccc(C2C3C(=O)N(c4cccc(C)c4)C(=O)C3N3CCCN23)cc1 (stereo not drawn)	19
Oc1ccc(Br)cc1CN1CCN(Cc2ccc(Cl)cc2)CC1	-25
CC(C)c1ccc(/C=N\NC(=O)c2cc(C(C)(C)C)[nH]n2)cc1	14
COC(=O)c1cccc(NC(=O)COc2c(C)cccc2C)c1	-2
COc1ccc(OC)c(/C=C/c2[nH]c(=O)[nH]c(=O)c2[N+](=O)[O-])c1	-29
O=C(c1cccs1)N1CCN(c2ccc([N+](=O)[O-])cc2F)CC1	-4
O=C(Nc1cc(C(F)(F)F)ccc1Cl)C(O)(c1ccccc1)c1ccccc1	3
O=C(Nc1ccccc1-c1nc2ccccc2s1)c1cccc([N+](=O)[O-])c1	21
COc1ccc(NC(=O)CN(c2ccc(C(C)C)cc2)S(=O)(=O)c2ccccc2)cc1	-16
O=C(Nc1cc(Cl)ccc1O)c1ccc([N+](=O)[O-])cc1	-2
C(=N\N1CCN(c2ccccc2)CC1)/c1ccc(OCc2ccccc2)cc1	20
O=C1NC(=S)NC(=O)C1=Cc1ccc(OCCOc2ccccc2)cc1	36
CCCCOc1ccc(C(=O)Nc2sc(C)c(CC)c2C(N)=O)cc1	70*
O=C(Nc1ccc(Cl)c([N+](=O)[O-])c1)c1ccc(-c2ccccc2)cc1	5
O=C(Nc1nnc(-c2ccc(Cl)cc2Cl)s1)c1ccccc1Br	-31
O=c1c(F)cn(Cc2ccccc2)c(=O)n1Cc1ccccc1	-5
COC(=O)C1=CNC=C(C(=O)OC)C1c1ccc(F)c(F)c1	-10
O=C1/C(=C\c2c(Cl)cccc2Cl)SC(=S)N1c1ccc(F)cc1	12
O=C(O)c1ccc(NC(=O)c2ccc3ccccc3n2)cc1	0
COc1ccccc1/C=C1/C(=O)NC(=O)N(c2ccccc2OC)C1=O	5
Cc1ccc(/C=N/NC(=O)C(=O)NC(C)(C)C)cc1	2
O=c1c2c(nc3cc(-c4ccccc4Cl)[nH]n13)CCC2	5
COc1ccc(N(CC(=O)Nc2cccc(C(F)(F)F)c2)S(C)(=O)=O)c(OC)c1	-12
Cc1ccc(C(=O)N2CCN(/C(N)=N/[N+](=O)[O-])CC2)cc1[N+](=O)[O-]	-14
Cc1ccc(C2Nc3ccccc3NC3=C2C(=O)CC(c2ccc(Cl)cc2)C3)cc1[N+](=O)[O-] (stereo not drawn)	11

# No new results follow: an excerpt of the list.
smiles	DUSP3 inh
O=C1/C(=C\c2c(Cl)cccc2Cl)SC(=S)N1c1ccc(F)cc1	12
O=C(O)c1ccc(NC(=O)c2ccc3ccccc3n2)cc1	0
COc1ccccc1/C=C1/C(=O)NC(=O)N(c2ccccc2OC)C1=O	5
Cc1ccc(/C=N/NC(=O)C(=O)NC(C)(C)C)cc1	2
O=c1c2c(nc3cc(-c4ccccc4Cl)[nH]n13)CCC2	5
COc1ccc(N(CC(=O)Nc2cccc(C(F)(F)F)c2)S(C)(=O)=O)c(OC)c1	-12

# (next part)
smiles	DUSP3 inh
C=CCN1C(=O)/C(=C\c2cccc(OCc3ccccc3)c2)SC1=S	-7
COc1ccccc1OCC(=O)Nc1sc2c(c1C(N)=O)CCC(C)C2 (stereo not drawn)	-6
O=C(Nc1ccc(I)cc1)C1CCCN1C(=O)Oc1ccccc1 (stereo not drawn)	-28
COc1ccc(-c2n[nH]c(=S)o2)cc1	13&1
Cc1cccn2c(=O)c(C=O)c(N3CCOCC3)nc12	-6
Cc1cc(NC(=O)c2ccccc2Br)no1	-41
NC(=O)c1c(NC(=O)/C=C/c2ccccc2Cl)sc2c1CCCC2	8
CC(=O)Oc1ccc2c(C(F)(F)F)cc(=O)oc2c1	-11
Cc1[nH]nc(N2CCCCC2)c1[N+](=O)[O-]	-4
CC(=O)Nc1ccc(-c2cn3ccccc3n2)cc1	-19
CC(C)CC(=O)N1CCN(Cc2cccnc2)CC1	6
CCOc1cc(C2NC(=O)N(C)C(C)=C2C(=O)OCCc2ccccc2)ccc1O (stereo not drawn)	12

# Grouped by structure, the compounds so far containing a cyano group
smiles	DUSP3 inh
COC(=O)c1sc(NC(=O)c2c(-c3c(Cl)cccc3Cl)noc2C)c(C#N)c1C	0
N#C/C(=C\c1ccc(-c2cccc(C(F)(F)F)c2)o1)C(N)=O	-8

# Next part.
smiles	DUSP3 inh
COc1ccc(OC(C)C(=O)Nc2ccccc2C(N)=O)cc1 (stereo not drawn)	0
COc1cc(/C=N/N2C(=O)C3C4C=CC(CC4)C3C2=O)cc(I)c1OC (stereo not drawn)	-16
COc1cc(NC(=O)c2cccs2)c(Cl)cc1NC(=O)c1ccccc1	-9
COc1cccc(NC(=O)CN(c2ccc(Oc3ccccc3)cc2)S(C)(=O)=O)c1	-1
CCOC(=O)c1c(N)sc(C(=O)N2CCc3ccccc3C2)c1C	-7
COc1ccc(C(=O)/C=C/c2cccc(OC)c2)cc1	10
COc1ccc(Cl)cc1C(=O)Nc1cc(C(F)(F)F)cc(C(F)(F)F)c1	18
CC(C)=CCCC(C)N(C=O)C(C)CCC=C(C)C (stereo not drawn)	-1
O=C(Nc1ccc(I)cc1Cl)c1ccc(Cl)cc1Cl	0
COc1cc(NC(=O)COc2ccc(Cl)cc2)ccc1NC(=O)c1ccco1	8
CCOc1ccc(NC(=S)NC(NC(=O)OCc2ccccc2)C(Cl)(Cl)Cl)cc1 (stereo not drawn)	-4
Cc1ccc(C(=O)NCc2ccncc2)cc1[N+](=O)[O-]	3
CCOc1cccc(=Nc2ccc(NC(C)=O)cc2)c2c(C)oc(C)c12	2
COc1cc(C2SC(NC(C)=O)=NN2C(C)=O)cc(OC)c1OC (stereo not drawn)	-21
Cc1cccc(OCC(=O)Nc2ccc(Cl)c(C(F)(F)F)c2)c1	28
CCC(C(=O)OC)S(=O)(=O)c1ccc(Cl)cc1 (stereo not drawn)	-6
CCCCCC(NC(C)=O)C(=O)NC(=O)NCc1ccccc1 (stereo not drawn)	-20
C/C(=N\Nc1nc(C(C)(C)C)cs1)c1ccc(O)cc1	14
CCN(CC)C(=S)Sc1nc(Nc2cccc(C)c2)nc(Nc2cccc(C)c2)n1	-17
Cc1cc2c(cc1C)NC(CC(=O)Nc1ccc(Br)cc1)C(=O)N2 (stereo not drawn)	39
Cc1ccccc1NCc1nc2ccccc2n1Cc1ccccc1	5
CCCOc1cccc(-c2nc3cc(OC)c(OC)cc3c(=O)o2)c1	-11
COc1ccccc1C(=O)Nc1ccc(C(=O)OC2CCCCC2)cc1	-11
O=C(Nc1ccccc1-c1nc2ccccc2[nH]1)c1ccc([N+](=O)[O-])cc1	-81
CC(C)C(=O)Nc1ccc(Cl)cc1C(=O)O	4
CC1=NN(c2ccccc2)C(=O)/C1=C\c1ccc(-c2ccc(C)cc2[N+](=O)[O-])o1	2
COc1cc([N+](=O)[O-])c(Cl)cc1-c1ccc(C2C3=C(CC(C)(C)CC3=O)OC3=C2C(=O)CC(C)(C)C3)o1	-1
CCOC(=O)c1ccc(NC(=O)C(=O)NCc2ccc(OC)cc2)cc1	8
CC(NC(=O)c1ccccc1Cl)c1ccccc1 (stereo not drawn)	15
CCOC(=O)c1c(-c2ccc(OC)cc2)csc1NC(=O)C1CC=CCC1C(=O)O (stereo not drawn)	-13
CC1CCc2c(sc(NC(=O)CC(c3ccccc3)c3ccccc3)c2C(N)=O)C1 (stereo not drawn)	-27
Cc1nc(NC(=O)c2ccccc2)sc1-c1csc(Nc2ccc(N)cc2)n1	11
Cn1c(N)c(/C=N/Nc2ccccc2)c(=O)n(C)c1=O	-11
COc1ccc(S(=O)(=O)NC2CCCCC2)cc1Br	-7
COC(=O)c1c(C)oc2ccc(OCc3ccc(Cl)cc3)cc12	-4
Cc1ccc(N2CCN(/N=C\c3ccccc3OCC(=O)O)CC2)cc1	2
CC1(C)CC(=O)C(=C2C=C(c3ccccc3)OC(c3ccccc3)=C2)C(=O)C1	-20
COc1cc(Br)cc(/C=C2\C(=O)NC(=O)N(c3cc(C)cc(C)c3)C2=O)c1OC	0
NNC(=O)CSc1ccc2ccccc2n1	-3
Cc1ccc(C2=NNC(c3ccc(Cl)cc3Cl)S2)cc1 (stereo not drawn)	-6
C(#Cc1ccccc1)CN1CCN(CC#Cc2ccccc2)CC1	-2
O=[N+]([O-])c1ccc(Cl)c(S(=O)(=O)Nc2cc(Cl)ccc2Cl)c1	-10
CC(C)c1ccc(C2/C(=C(/O)c3ccccc3)C(=O)C(=O)N2CC2CCCO2)cc1 (stereo not drawn)	-3
O=c1c2ccccc2c2c1nc1c(=O)c3ccccc3c(=O)n12	-16
Cc1cc(NC(=O)CCCC(=O)O)no1	-22
COc1cccc(CN2CCN(C3CCCC(C)C3)CC2)c1OC (stereo not drawn)	11
C=CCOc1ccc(/C=C2\C(=O)NC(C)=C2C(=O)OC)cc1	6
CCCOc1ccc(/C=C/C(=O)c2ccc(F)cc2)cc1OCC	-3
Cc1cccc(NC(=O)C(=O)NCCc2ccc(F)cc2)c1C	-15
COc1cccc(OC)c1C(=O)NC1CCCCC1	5
Nc1ccc2c(c1)C(=O)c1ccccc1C2=O	-16
COc1ccc(/C=C2\SC(=NCc3ccccc3)N(Cc3ccccc3)C2=O)cc1OC	-4
COc1ccc(CN(C(=S)Nc2ccccc2)C2CC(=O)N(c3ccc(F)cc3)C2=O)cc1 (stereo not drawn)	-4
O=C1c2ccccc2C(=O)N1Cc1nc2ccccc2c(=O)n1-c1ccncc1	2
O=C(Nc1ccccc1)Nc1nnc(COc2ccc(Br)cc2)s1	-15
O=C1N=C(N2CCCCC2)CN1c1ccccc1	21
COc1ccc(-c2cc(=O)c3ccccc3o2)cc1	-33
COc1cccc2cc(-c3nc4ccccc4o3)c(=O)oc12	3
O=c1[nH]n(Cc2ccccc2)c2ccccc12	-10
COc1ccc(CC2S/C(=N\N=C\c3ccc(C(C)C)cc3)NC2=O)cc1 (stereo not drawn)	-8
NC(=O)C1CCN(C2CC(=O)N(c3ccc(Cl)cc3)C2=O)CC1 (stereo not drawn)	-22
Cc1ccc(OCC(=O)N/N=C/c2c(C)[nH]n(-c3ccccc3)c2=O)cc1	-6
C=CCNC(=O)CN(c1cc(OC)ccc1OC)S(C)(=O)=O	6

# Compound activity: PubChem BioAssay, Sanford-Burnham Center for Chemical Genomics
